Compound activity (PubChem)
HCMV antiviral – blocks human cytomegalovirus replication; HFF cells, HCMV-luciferase reporter, 72 h; active compounds read low; activity change, negative = inhibition, % at 57.5 µM; actives 4.5% (n = 410,000); AID 1259415; in the data active means activity change below about -60%; inconclusive means no clear call, values can overlap the other calls; inactive means above about -39%
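Inhibition of viral replication was scored as loss of reporter luminescence in HFFs infected with HCMV-luciferase (MOI 1 PFU/cell) for 72 h; compounds tested at 2 doses, normalized to buffer and Salinomycin controls.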
HCV inhibitor – HCV inhibition. actives 3.4% (n = 340,000). AID 651820. Huh7.5.1 HCVcc-Cre infection, luciferase reporter, 44 h. Potency, µM (doses to about 41.8 µM), without a hit: top-dose activity change, negative = inhibition, hits mostly inhibitors; further: potency means the concentration at half of the fitted maximal effect
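Reporter virus HCVcc-Cre (~0.5 moi) infects cells exposed to compound; seeding density 1,000 cells/well with 4 h settling beforehand. Luminescence, 15 sec read, taken 44 h post-infection following a 15 min RT substrate incubation.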
AmpC inh no detg – blocks E. coli AmpC beta-lactamase in detergent-free assay; P00811; AmpC nitrocefin hydrolysis, absorbance 480 nm, 0.0001% Triton; Potency, µM (top dose mostly 57.1 µM), without a hit: top-dose activity change, negative = inhibition, most hits filed as inhibitors; actives 0.52% (n = 330,000); AID 485341;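 further: potency means the concentration at half of the fitted maximal effect; plate controls were no compound for no effect and no enzyme for full effect; nearly all actives have a fitted effect of over 20% in size; some results filed as inactive show a strong effect at the top dose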
Target sequence (P00811 whole entry, looked up): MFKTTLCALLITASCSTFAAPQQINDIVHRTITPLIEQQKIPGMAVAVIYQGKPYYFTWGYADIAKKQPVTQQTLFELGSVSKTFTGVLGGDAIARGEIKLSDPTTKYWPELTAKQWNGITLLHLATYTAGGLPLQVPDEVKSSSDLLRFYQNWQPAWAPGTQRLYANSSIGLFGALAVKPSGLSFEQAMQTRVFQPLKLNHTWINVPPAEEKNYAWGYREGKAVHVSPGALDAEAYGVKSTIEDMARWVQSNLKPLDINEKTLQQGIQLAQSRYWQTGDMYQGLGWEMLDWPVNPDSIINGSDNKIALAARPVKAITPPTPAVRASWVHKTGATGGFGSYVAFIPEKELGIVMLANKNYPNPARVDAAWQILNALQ
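AmpC (5.3 nM in the dispensed reagent) in 20 mM phosphate pH 7.0 with 0.01% (detergent screen) or 0.0001% Triton X-100 was preincubated with compounds for 15 min at room temperature. Nitrocefin was then added from an 800 uM solution, and hydrolysis was followed at 480 nm.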
Giardia FBPA inh – inhibitors of Giardia lamblia fructose-1,6-bisphosphate aldolase; A8B2U2; purified Giardia FBPA; Potency, µM (top dose mostly 59.6 µM), for inactives: top-dose activity, negative = inhibition, actives largely listed as inhibitors; actives 0.71% (n = 290,000); further: potency means the concentration at half of the fitted maximal effect; nearly all actives have a fitted effect of over 55% in size
Target sequence (A8B2U2 whole entry, looked up): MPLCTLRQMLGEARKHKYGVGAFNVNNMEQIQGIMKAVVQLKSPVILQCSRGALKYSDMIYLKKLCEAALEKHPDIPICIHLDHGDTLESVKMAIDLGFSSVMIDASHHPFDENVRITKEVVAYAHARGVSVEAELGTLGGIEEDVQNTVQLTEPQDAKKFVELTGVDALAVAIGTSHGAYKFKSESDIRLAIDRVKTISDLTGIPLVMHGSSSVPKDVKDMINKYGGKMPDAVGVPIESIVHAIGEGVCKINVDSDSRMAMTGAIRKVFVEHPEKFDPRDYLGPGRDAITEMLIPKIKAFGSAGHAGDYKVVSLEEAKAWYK
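40 nM FBPA preincubated 10 min at RT with compound (up to 57.5 uM final), then substrate plus GAPDH/TPI/NAD/arsenate coupling and diaphorase/resazurin added. Fluorescence read after 20 min at RT, 525/598 nm.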
AmpC detergent – blocks E. coli AmpC beta-lactamase in detergent assay; AmpC hydrolysis of nitrocefin, absorbance 480 nm, 0.01% Triton; P00811; AID 485294; Potency, µM (titrated, usually from 114 µM), without a hit: at the highest dose activity change, negative = inhibition, usual class: inhibitors; actives 0.041% (n = 370,000);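 further: potency means the concentration at half of the fitted maximal effect; 0% = no-compound wells and -100% = no-enzyme wells; nearly all actives have a fitted effect of over 25% in size; some results filed as inactive show a strong effect at the top dose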
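20 mM phosphate pH 7.0 + 0.01% (detergent screen) or 0.0001% Triton X-100; 5.3 nM AmpC reagent; cpd preinc 15 min RT; nitrocefin (800 uM stock) to start; A480 q20 s × 4 min; Activity was normalised to no-enzyme and no-compound control wells.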
Sm TGR block – inhibitors of Schistosoma mansoni thioredoxin glutathione reductase; Q962Y6; purified TGR, DTNB reduction, TNB absorbance 405 nm; Potency, µM (titrated, usually from 114 µM), for the others: at the highest dose activity change, negative = inhibition, hits mostly inhibitors; actives 3% (n = 360,000); further: potency means the concentration at half of the fitted maximal effect; nearly all actives have a fitted effect of over 60% in size
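Kinetic colorimetric format: TGR-catalysed, NADPH-driven DTNB reduction monitored via TNB absorbance. Enzyme dispensed at 20 nM; compound exposure 15 min at room temperature before reaction start.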
* marks the source's active call; other numbers are inactive results; ? = inconclusive; / = no result given; & = joins results of further samples; [ ] = dose if it differs, or a comment. Unless noted, the call rests on the fitted dose curve; in most records, active means well fitted curve in the direction sought with a large enough effect; inconclusive means small, poorly fitted or top-dose-only effect, or another doubt; inactive means no such curve, though single readings can be large; an effect the other way counts as inactive or inconclusive. Unless noted, on the % scale 0 is the no-effect control and ±100 the full control effect.

SMILES	HCMV antiviral	HCV inhibitor	AmpC inh no detg	Giardia FBPA inh	AmpC detergent	Sm TGR block
CCOc1ccc(C(=O)Nc2nnc(SCc3cc(=O)n4ccccc4n3)s2)cc1	17.3	/	/	/	17.7%	-1.1%
Nc1nonc1C(=O)NCCNC(=O)c1cccc(Cl)c1	-10.5	3.3%	-5.3%	7.6%	-2.7%	2.6%
CC(=O)Nc1ccc(S(=O)(=O)N2CCN(S(=O)(=O)N3CCCCC3)CC2)cc1	-24.5	4.6%	0.5%	15.6%	1.1%	-1.6%
Cc1cc(Oc2nc3ccccn3c(=O)c2/C=C(\C#N)c2nc3ccccc3s2)ccc1Cl	10.1	/	/	/	0.4%	-13.4%
Cc1cc(OC(C)C(=O)NNC(=O)Nc2ccc(F)cc2F)cc(C)c1Cl (stereo unspecified)	-5.8	-12.5%	-1.6%	1.5%	?	-8.5%
CC(=O)Oc1ccc(-c2nc3c(C)cccc3c(=O)o2)cc1	-4.9	-18.5%	-36.5%	8.0%	-16.8%	1.2%
O=C(O)CCc1ccc(-c2cccs2)n1-c1ccc(C(=O)O)cc1	-5.6	19.0%	-42.7%	3.1%	?	7.94µM*
CC1CCCCC12NC(=O)N(CC(=O)N1CCN(S(=O)(=O)c3cccs3)CC1)C2=O (stereo unspecified)	-2.9	-24.1%	1.4%	/	?	-2.6%
COC(=O)c1ccc(NC(=O)C2CC(=O)OC2c2ccccc2)cc1 (stereo unspecified)	26.3	4.8%	-23.6%	-9.1%	2.6%	-16.5%
CC(C)(OC(=O)c1ccc(C(F)(F)F)cc1)c1cc2ccccc2c(=O)o1	4.9	-3.3%	-14.0%	/	-0.7%	-26.4%
CCCCSc1n[nH]c(N)n1	-3.6	-6.8%	-6.7%	4.2%	3.4%	4.2%
O=C1NC(Cc2ccccc2)c2nc3ccc(F)cc3c(=O)n2-c2cc(Cl)ccc21 (stereo unspecified)	-2.9	20.1%	-32.2%	/	/	/
COc1ccc(N2CCN(CCCNC(=O)Cn3c(-c4cccs4)cc4ccccc43)CC2)cc1	?	/	/	/	11.0%	-7.3%
O=C(CSC1=NCCS1)NCc1ccco1	45.3	17.5%	-8.1%	-7.4%	?	-19.0%
C(=C\c1ccccc1)/CNn1cnnc1	-4.3	-1.3%	-13.8%	4.5%	2.9%	-3.2%
CCn1cc(/C=N\NC(=O)Cc2ccc(Cl)cc2)cn1	10.1	1.8%	-29.0%	0.3%	-4.6%	-11.1%
NC(=O)c1cc(C(=O)c2ccccc2Cl)c[nH]1	-32.9	5.7%	-21.7%	-5.3%	-0.6%	5.4%
Cc1ccc(C(=O)CSc2nc(C)cc(=O)[nH]2)cc1	15.3	11.6%	-19.9%	/	-0.4%	0.5%
O=C(NCCCn1ccnc1)c1cc2ccccc2oc1=O	-14.8	10.2%	-11.6%	3.2%	-6.9%	-8.2%
CSc1ncccc1C(=O)OCc1ccccc1Cl	-1.5	-10.4%	-14.0%	6.9%	-5.2%	-3.4%
O=C(O)C1CSC2c3ccccc3C(=O)N12 (stereo unspecified)	18.1	30.2%	-27.4%	-3.2%	-0.4%	-3.2%
Cc1ccc(S(=O)(=O)NCc2nc3ccccc3[nH]2)cc1	-5.8	?	-16.8%	-5.6%	-9.3%	-0.1%
COc1ccc(NC(=O)CCn2nc(-c3ccccc3OC)c3c(C)cc(C)nc32)cc1	18.6	/	/	/	15.6%	-2.5%
O=C(c1ccc2c(c1)N(Cc1ccc(F)cc1Cl)C(=O)c1ccccc1S2)N1CCC2(CC1)OCCO2	-68.2*	/	/	/	3.5%	1.5%
Cc1sc2c(c1C)C(=O)/C(=C\Nc1ccccn1)S(=O)(=O)N2C	-15.2	-1.7%	-18.7%	-1.8%	5.6%	2.6%
New compounds follow:
SMILES	HCMV antiviral	HCV inhibitor	AmpC inh no detg	Giardia FBPA inh	AmpC detergent	Sm TGR block
CC(C)CNS(=O)(=O)c1ccc(CCC(=O)O)cc1	-7.4	10.6%	-14.8%	5.2%	-0.2%	-0.9%
O=C(CN(c1ccccc1Cl)S(=O)(=O)c1ccccc1)N/N=C/c1ccccc1C(=O)O	-63.2*	16.6%	-47.7%	1.2%	-1.1%	-1.2%
Cc1nc(SCC(=O)N2CCC(Cc3ccccc3)CC2)[nH]c(=O)c1C	6.6	-1.8%	-0.6%	/	?	-14.0%
O=C(CCSCc1ccccc1F)NCc1ccc(F)cc1	2.6	7.3%	-5.9%	9.0%	-18.5%	1.5%
CC(C)=CCC/C(C)=C/C(N)=O	?	13.0%	-23.1%	0.3%	-16.9%	4.6%
O=C(Nc1cccnc1)c1cc2nc(C3CC3)cc(C(F)(F)F)n2n1	19.6	?	-17.5%	1.6%	?	-4.7%
CCCCCN(C(=O)NC(=O)Nc1ccc(C)cc1C)S(C)(=O)=O	22.6	11.8%	-32.0%	0.9%	-14.1%	5.9%
CCC(C(=O)NC1CCCC1)N(C(=O)Cn1nnc(-c2ccc(C)o2)n1)c1ccc(OC)cc1 (stereo unspecified)	0.5	-5.8%	56.7%	0.4%	-10.7%	-14.8%
CS(=O)(=O)N1CCN(c2cnn(-c3ccccc3)c(=O)c2Cl)CC1	53.2	-7.8%	38.5%	4.1%	1.2%	1.5%
Cc1cc(C(=O)CCl)c(C)n1CCc1ccc(Cl)cc1	-98.3*	10µM*	-2.4%[2.29 µM]	-12.6%	-2.5%	7.94µM*
CCOc1ccc(/C=N/NC(=O)c2nnn(-c3nonc3N)c2COc2ccc(F)cc2)cc1	-6.5	-2.7%	-33.4%	4.0%	-3.9%	2.5%
COc1ccc2nc(NC(=S)NC(=O)c3ccco3)sc2c1	0.3	-12.9%	-31.7%	?	-7.0%	-15.5%
C/C(=N\OCC(=O)Nc1ccccc1Br)c1cccs1	-32.9	?	-19.4%[11.4 µM]	-1.7%	-19.6%	9.3%
CCN1C(=O)[C@H]2[C@@H](c3ccc(-c4cc(C(C)=O)cs4)cc3)N[C@@](Cc3ccccc3)(C(=O)OC)[C@H]2C1=O	21.4	-8.5%	-13.8%	/	/	/
Cc1nn(-c2ccc(Cl)cc2)c2nc(-c3cccnc3)cc(C(F)(F)F)c12	36.1	/	/	/	1.3%	-9.0%
COc1cccc(CNC(=O)CN2CCC(c3nc4ccc(C)cc4[nH]3)CC2)c1	10.1	10.1%	20.1%	-0.9%	-2.5%	/
CC(C)C(=O)Nc1nc2c(ncn2C2CC(O)C(CO)O2)c(=O)[nH]1 (stereo unspecified)	-3.8	25.7%	-11.4%	5.1%	?	6.9%
CCCCn1c(N)c(N(CC)C(=O)c2ccccc2F)c(=O)[nH]c1=O	11.3	13.5%	-26.5%	11.7%	1.2%	-12.5%
CCC(C(=O)NC1CCCC1)N(Cc1ccco1)C(=O)Cn1nnc(-c2ccc(C)cc2)n1 (stereo unspecified)	-5.9	?	66.5%[activator]	18.3%	19.3%	-7.8%
CC1=CC(C)C2C(=O)N(c3ccccc3)C(=O)C2C1 (stereo unspecified)	-31.0	12.7%	-6.4%	-6.3%	-5.2%	-11.2%
O=C(Nc1nc(-c2cc(Cl)sc2Cl)cs1)c1ccccc1	9.6	11.2µM*	-41.5%	-9.2%	-1.4%	-14.3%
Cc1sc2nc(CSCC(=O)Nc3c(Cl)cccc3Cl)[nH]c(=O)c2c1C	-28.8	-21.4%	-47.7%	-3.4%	-4.2%	-17.7%
CC(=O)Nc1cccc(NC(=O)CSc2nnnn2Cc2ccccc2)c1	-1.1	?	-18.4%	4.6%	-9.9%	16.1%
Cc1nc2sccn2c(=O)c1S(=O)(=O)Nc1ccc(N2CCN(C(=O)C(C)C)CC2)cc1	-12.0&21.9	2.7%	26.1%	9.2%	-9.1%&1.1%	-10.1%&-0.9%
CCOC(=O)C1=C(C)Nc2nc3ccccc3n2C1c1cccs1 (stereo unspecified)	5.8	-2.8%	-27.3%	0.2%	-10.7%	0.9%

10 successive entries already listed, quoted:
SMILES	HCMV antiviral	HCV inhibitor	AmpC inh no detg	Giardia FBPA inh	AmpC detergent	Sm TGR block
COc1cccc(CNC(=O)CN2CCC(c3nc4ccc(C)cc4[nH]3)CC2)c1	10.1	10.1%	20.1%	-0.9%	-2.5%	/
CC(C)C(=O)Nc1nc2c(ncn2C2CC(O)C(CO)O2)c(=O)[nH]1 (stereo unspecified)	-3.8	25.7%	-11.4%	5.1%	?	6.9%
CCCCn1c(N)c(N(CC)C(=O)c2ccccc2F)c(=O)[nH]c1=O	11.3	13.5%	-26.5%	11.7%	1.2%	-12.5%
CCC(C(=O)NC1CCCC1)N(Cc1ccco1)C(=O)Cn1nnc(-c2ccc(C)cc2)n1 (stereo unspecified)	-5.9	?	66.5%[activator]	18.3%	19.3%	-7.8%
CC1=CC(C)C2C(=O)N(c3ccccc3)C(=O)C2C1 (stereo unspecified)	-31.0	12.7%	-6.4%	-6.3%	-5.2%	-11.2%
O=C(Nc1nc(-c2cc(Cl)sc2Cl)cs1)c1ccccc1	9.6	11.2µM*	-41.5%	-9.2%	-1.4%	-14.3%
Cc1sc2nc(CSCC(=O)Nc3c(Cl)cccc3Cl)[nH]c(=O)c2c1C	-28.8	-21.4%	-47.7%	-3.4%	-4.2%	-17.7%
CC(=O)Nc1cccc(NC(=O)CSc2nnnn2Cc2ccccc2)c1	-1.1	?	-18.4%	4.6%	-9.9%	16.1%
Cc1nc2sccn2c(=O)c1S(=O)(=O)Nc1ccc(N2CCN(C(=O)C(C)C)CC2)cc1	-12.0&21.9	2.7%	26.1%	9.2%	-9.1%&1.1%	-10.1%&-0.9%
CCOC(=O)C1=C(C)Nc2nc3ccccc3n2C1c1cccs1 (stereo unspecified)	5.8	-2.8%	-27.3%	0.2%	-10.7%	0.9%

Remaining list, next part
SMILES	HCMV antiviral	HCV inhibitor	AmpC inh no detg	Giardia FBPA inh	AmpC detergent	Sm TGR block
O=C(Cc1ccccc1)Nc1cccc(N2C(=O)C=CC2=O)c1	-17.4	?	-29.9%	-14.7%	?	0.447µM*
Clc1ccc(Nc2ncn[nH]2)cc1	9.4	7.2%	-18.5%	-6.4%	1.2%	7.2%
CC(C)(C)c1ccc(Oc2ccc(N)cc2)cc1	-86.3*	3.55µM*	-19.5%	0.0%	-11.6%	-0.1%
CSc1nnc(N2C(=O)C(O)=C(C(=O)c3ccco3)C2c2ccccc2F)s1 (stereo unspecified)	54.1	-1.3%	-20.4%	/	3.3%	?
CC(=O)c1cc2c(cc1NC(=O)C1CN(C(C)=O)c3ccccc3O1)OCO2 (stereo unspecified)	20.9	?	5.4%	/	/	/
Fc1cccc(Cl)c1CSc1nnc(COc2cccc3cccnc23)o1	-6.3	12.7%	-14.7%	-4.8%	3.7%	-0.8%
Cc1cc(O)c(-c2cc(C(=O)NCCc3ccc(S(N)(=O)=O)cc3)[nH]n2)cc1C	?	?	-31.0%	0.2%	3.9%	0.3%
NC(=O)CSc1nnc(-c2ccc3c(c2)OCO3)o1	1.2	10.3%	-18.3%	6.1%	1.9%	11.4%
COc1ccc(C2=NOC(COc3ccc4c(C)cc(=O)oc4c3)C2)c(OC)c1 (stereo unspecified)	-68.9*	?	40.9%	0.2%	-9.0%	-4.1%
CC(Sc1nc2ccccc2c(=O)[nH]1)C(=O)O (stereo unspecified)	70.2	/	-10.7%	4.9%	?	-9.0%
